Cneo AK release = causes C. neoformans cell lysis. adenylate kinase release luminescence, 4 h; normalised: neutral wells 0, clomiphene wells 100. lysis activity, % at 15 µM. 360,000 compounds, 0.2% hits. AID 651654;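 active = mean lysis activity across replicates of at least 80%, whatever share of replicates individually reach that level; inactive = mean lysis activity below 80%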
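Signal: Adenylate kinase release luminescence | Assay system: Log-phase Cryptococcus neoformans yeast cells | Input: Cells at 5 × 10^6 per mL | Buffer or medium: Fresh YPD growth medium | Compound: Single dose | Schedule: Static 4 h at 37 °C with compound, 1 h detection | Controls: Clomiphene | Read-out: Luminescence rise reflecting yeast cell lysis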
miR-122 sensor = inhibitors of miR-122 in Huh7 cells; activation (reporter increase), % at 12.5 µM; Huh7 miR-122 Renilla luciferase sensor, 48 h; neutral wells = 0, positive control = 100; 340,000 compounds, 0.3% hits; AID 602342;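 active = mean replicate activation score at least 90 and every replicate individually at or above 90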;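 note: higher luciferase means less miR-122 activity so hits act as miR-122 inhibitors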
Statin myotox sup = suppressors of simvastatin-induced myotoxicity in C2C12 myotubes; AID 602340; 330,000 compounds, 0.78% hits; rescue of ATP level, % at 7.49 µM; ATP luminescence, 48 h; scaled: DMSO 0, geranylgeraniol control 100;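 active = mean ATP rescue above about 67%, or every replicate alone reaching that limit, limit read from the data, passing the limit was not always enough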;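 note: myotubes were challenged with 10 µM simvastatin during compound exposure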
SIRT5 block = blocks human SIRT5 desuccinylation of peptide; Purified SirT5, succinyl-peptide AMC, trypsin-coupled fluorescence; inhibition, % at 15 µM; 330,000 compounds, 1.1% hits; AID 652115; in the data active = inhibition above about 15%
Target sequence (Q9NXA8 whole entry, looked up): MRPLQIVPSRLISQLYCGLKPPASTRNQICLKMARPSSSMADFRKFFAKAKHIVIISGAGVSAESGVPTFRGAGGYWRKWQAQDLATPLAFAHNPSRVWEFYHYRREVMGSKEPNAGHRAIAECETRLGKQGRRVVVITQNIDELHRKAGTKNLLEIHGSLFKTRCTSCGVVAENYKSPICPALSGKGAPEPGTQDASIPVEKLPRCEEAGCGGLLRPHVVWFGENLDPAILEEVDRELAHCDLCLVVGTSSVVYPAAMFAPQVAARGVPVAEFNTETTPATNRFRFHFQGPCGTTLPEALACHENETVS
ARNT TACC3 PPI = ARNT/TACC3 interaction disruption; Q9Y6A5; AlphaScreen His-ARNT PAS-B/GST-TACC3 binding, luminescence; TACC3 fragment carries E629A point mutation; inhibition, % at 9.99 µM; 390,000 compounds, 0.66% hits; AID 623870;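 active = mean inhibition of replicates at least 50% and at least half of replicates each reaching 50%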;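 note: 0% = complete ARNT plus TACC3 wells and 100% = ARNT alone without TACC3; many hits fall short of the cut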
esBAF inh = blocks esBAF chromatin remodeling in mouse ES cells | Bmi1-luciferase knock-in reporter, 24 h; 100% = twice the neutral-well signal | reporter increase, % at 12.5 µM | 350,000 compounds, 2% hits; in the data active = activation above about 40%;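 note: 0% = median of the plate's neutral control wells and 100% = double that signal; a rise in the Bmi1 reporter signal indicates esBAF inhibition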
ERp5 block = inhibitors of human ERp5. Q15084. ERp5 insulin aggregation, absorbance 650 nm, 90 min. inhibition, % at 9.99 µM. 350,000 compounds, 0.05% hits;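 active = mean replicate inhibition above about 25%, with every replicate also reaching it, limit read from the data, passing the limit was not always enough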
Target sequence (Q15084 whole entry, looked up): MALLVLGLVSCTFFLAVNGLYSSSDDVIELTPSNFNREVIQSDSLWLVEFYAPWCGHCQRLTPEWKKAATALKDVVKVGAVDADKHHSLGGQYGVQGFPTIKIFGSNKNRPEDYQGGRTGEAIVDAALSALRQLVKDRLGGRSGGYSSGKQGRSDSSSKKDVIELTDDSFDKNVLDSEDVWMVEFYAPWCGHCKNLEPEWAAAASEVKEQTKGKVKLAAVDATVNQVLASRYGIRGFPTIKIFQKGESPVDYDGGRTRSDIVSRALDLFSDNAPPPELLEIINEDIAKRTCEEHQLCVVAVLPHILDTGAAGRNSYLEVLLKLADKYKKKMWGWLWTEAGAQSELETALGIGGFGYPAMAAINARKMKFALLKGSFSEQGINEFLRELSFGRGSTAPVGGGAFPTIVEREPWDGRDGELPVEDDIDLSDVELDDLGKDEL
Numbers without * were called inactive; / = not tested or not shown; & = joins results of further samples; [ ] = dose if it differs, or a comment.

Screens in order – Cneo AK release, miR-122 sensor, Statin myotox sup, SIRT5 block, ARNT TACC3 PPI, esBAF inh, ERp5 block
- CCCCNCc1cc(OCC)c(OCC)cc1Br
    2, -6, /, /, -1, /, -2
- CC(=O)N1Cc2ccccc2CC1C(=O)O (stereo unspecified)
    -1, 0, 3, /, 2, -3, /
- COc1ccccc1N(CC(=O)N1CCCC1)S(=O)(=O)c1cc([N+](=O)[O-])ccc1Cl
    -3, /, 1, 3, 2, -7, 3
- CN(c1ccccc1C(=O)Nc1cccc(Cl)c1Cl)S(C)(=O)=O
    -1, -2, 8, 0, -4, -4, 5
- CC(=O)OC1(C(C)=O)CCC2C3CC(Cl)C4=CC(=O)CCC4(C)C3CCC21C (stereo unspecified)
    2, -5, -24, /, 9, /, 11
- C[C@@H]1CN([C@@H](C)CO)C(=O)c2cc(C#CC(C)(C)O)cnc2O[C@H]1CN(C)Cc1ccccn1
    -2, -2[16.7 µM], 14, -1, -3, -1, -3
- CCCNC(=O)C[C@@H]1CC[C@@H]2[C@H](COC[C@H](O)CN2C(=O)c2cc(Cl)cc(Cl)c2)O1
    1, 3[16.7 µM], 0, -1, -13, 0, 3&4
- CC(C)Oc1ccc(C2CC(=O)N(Nc3ccc([N+](=O)[O-])cc3[N+](=O)[O-])C2=O)cc1 (stereo unspecified)
    /, /, /, -2, 10, /, 4
- O=C(CNC(=O)c1ccccc1F)N/N=C\C=C\c1ccccc1
    -1, /, -1, -1, -10, 3, -1
- Cc1ccc(S(=O)(=O)N2CCN(S(C)(=O)=O)C2)cc1
    /, 3, -1, -4, 5, -9, -2
- O=C(Cc1ccccc1)NCC(=O)N/N=C/c1ccc(C(=O)O)cc1
    -3, -6, -9, -3, -1, 0, 18
- O=C1CCCN1CCCNc1ncccc1[N+](=O)[O-]
    0, -4, -5, 2, 8, -4, -1
- O=C1/C(=C2/NCCN2C2CC(=O)N(c3ccccc3)C2=O)CC/C1=C\c1ccccc1 (stereo unspecified)
    /, /, /, -2, 0, /, 1
- Clc1ccc(Cn2c(-c3cccnc3Cl)nc3ccccc32)c(Cl)c1
    18, 0, 32, /, 3, -6, /
- C[C@@H]1CN([C@@H](C)CO)C(=O)c2cccc(NC(=O)C3CCOCC3)c2O[C@H]1CN(C)C(=O)Nc1ccc(C(F)(F)F)cc1
    2, -4[16.7 µM], -9, -1, -7, 3, -3
- Cc1ccc(S(=O)(=O)N2CCCC(C(=O)Nc3cccnc3)C2)cc1 (stereo unspecified)
    3, -21, -6, /, -5, 8, /
- CC(=O)c1c(OC(=O)c2ccco2)c2ccccc2n1C
    0, -3, -2, /, 1, -4, /
- CC(=O)n1cc([C@@H]2C=C(C(=O)N3CCN(Cc4ccc5c(c4)OCO5)CC3)O[C@H](OCc3ccc(CO)cc3)C2)c2ccccc21
    45&-2, /, -143, 0, 10&-2, -8, -4&4
- Cc1ccc(S(=O)(=O)Nc2cccc3c2O[C@@H](CN(C)Cc2ccc4c(c2)OCO4)[C@H](C)CN([C@@H](C)CO)C3=O)cc1
    -6, -1[16.7 µM], -9, -3, -8, -5, -5
- Cc1ccc(OCC(=O)c2cc(C)n(C3CC3)c2C)c([N+](=O)[O-])n1
    -1, -3, /, /, -2, /, /
- COc1cc(NC(=O)CN2CCN(c3ccccc3F)CC2)c(C)cc1[N+](=O)[O-]
    /, /, /, -6, 37, /, 4
- CCN(CC)CCCN=Cc1c(O)n(-c2c(C)cccc2C)c(=O)c2ccccc12
    0, -2, /, -2, /, /, 1
- CS(=O)(=O)N(CC(=O)Nc1ccc2c(c1)OCO2)c1ccc(Cl)cc1
    -3, 6, 17, /, 3, 2, /
- COc1ccccc1OCc1ccc(C(=O)NCCN(C)C)o1
    1, -11, 1, /, -9, -7, /
- CCc1ccc(NC2=NC(C(=O)c3ccccc3)CC(=O)N2)cc1 (stereo unspecified)
    -3, -2, 7, /, -50, 1, /
- CCCn1c(=N)c(C(=O)NCc2ccc3c(c2)OCO3)cc2c(=O)n3cccc(C)c3nc21
    0, /, -9, 10, 3, 15, -6
- COCCn1c(SCC(=O)Nc2cc(C)on2)nnc1-c1ccccc1
    4, -4, -38, 0, 1, -4, 9
- COc1ccc(/C=C2\SC(=S)N(CCC(=O)Nc3cccc(C(=O)O)c3)C2=O)cc1OC
    -1, /, 3, 4, 13, -1, 2
- COc1cc2c(cc1OC)C1Cc3ccc(OC)c(OC)c3CN1CC2 (stereo unspecified)
    1, -1, 17, /, 8, -1, /
- O=C(c1cccc(S(=O)(=O)N2CCOCC2)c1)N(CCc1ccccc1)Cc1ccccc1
    -2, 28, 0, -4, 7, -3, 4

Ordered by number of heavy atoms (lowest first): some entries from above.
Screens in order – Cneo AK release, miR-122 sensor, Statin myotox sup, SIRT5 block, ARNT TACC3 PPI, esBAF inh, ERp5 block
- Cc1ccc(S(=O)(=O)N2CCCC(C(=O)Nc3cccnc3)C2)cc1 (stereo unspecified)
    3, -21, -6, /, -5, 8, /
- CCN(CC)CCCN=Cc1c(O)n(-c2c(C)cccc2C)c(=O)c2ccccc12
    0, -2, /, -2, /, /, 1
- C[C@@H]1CN([C@@H](C)CO)C(=O)c2cccc(NC(=O)C3CCOCC3)c2O[C@H]1CN(C)C(=O)Nc1ccc(C(F)(F)F)cc1
    2, -4[16.7 µM], -9, -1, -7, 3, -3

The list goes on:
Screens in order – Cneo AK release, miR-122 sensor, Statin myotox sup, SIRT5 block, ARNT TACC3 PPI, esBAF inh, ERp5 block
- O=C(CSC1=NS(=O)(=O)c2ccccc2N1)c1ccccc1
    /, -4, -18, 0, 2, 34, -1
- CC(=O)N1CCCC(C(=O)c2ccc(Oc3ccccc3)cc2)C1 (stereo unspecified)
    1, -3, 29, 4, -10, 15, -4
- COc1cccc(Cn2c(N)c(C#N)c3nc4ccccc4nc32)c1OC
    /, -12, /, /, 8, 1, /
- CNc1cccc(-c2ccc(C(=O)N3CCOCC3)cc2)n1
    -1, -1, -2, -9, /, 27, 3
- CN(c1ccccc1)S(=O)(=O)c1cccc(NC(=O)CCNC(=O)c2ccco2)c1
    -4, -1, 0, /, /, 4, -2
- O=[N+]([O-])c1ccc2nc(-c3ccccc3)oc2c1
    -1, /, /, -3, /, /, -3
- COc1cccc(N2C(=O)c3ccncc3C2=O)c1
    0, -1, /, 0, /, -4, -9
- C[C@@H]1CCCCO[C@@H](CN(C)S(=O)(=O)c2ccc(F)cc2)[C@@H](C)CN([C@H](C)CO)C(=O)c2cc(NC(=O)CCCCCC(=O)Nc3ccccc3N)ccc2O1
    1, 2[16.7 µM], -1, /, -10, 5, -3
- CN(C)c1cccc(NC(=O)C2(C)Cc3c(-c4cccnc4)ccnc3O2)c1 (stereo unspecified)
    0, -4, 7, /, /, 12, -6
- CCOC(=O)C1(Cc2ccccc2)CCCN(Cc2ccncc2)C1 (stereo unspecified)
    /, /, /, 1, -4, /, -1
- CS(=O)(=O)Nc1ccc2c(c1)[C@H]1C[C@@H](CC(=O)NCc3ccc(-c4ccccc4)cc3)O[C@H](CO)[C@H]1O2
    1, 0[16.7 µM], 8, /, -5, 18, /
- C=CCOc1ccc2cccc(/C=N/NC(=O)c3cc4cc([N+](=O)[O-])ccc4s3)c2c1
    -1, -5, -41, /, -9, -4, /
- CNC(=O)COC(=O)/C=C/c1nc2ccccc2s1
    /, /, /, 0, 5, /, -6
- CCOC(=O)C1=CN(Cc2cccc(F)c2)S(=O)(=O)N(C)C1c1cccc(OC)c1 (stereo unspecified)
    8, 23, 3, -1, -3, -1, 1
- O=C(CCCN1C(=O)C2C3C=CC(C3)C2C1=O)N1CCN(c2ccccc2)CC1 (stereo unspecified)
    1, 5, 10, /, 3, -4, /
- COc1ccc(CN(C)C[C@H]2OCCCC[C@H](C)Oc3ccc(NS(=O)(=O)c4ccc(OC)cc4)cc3C(=O)N([C@H](C)CO)C[C@@H]2C)cc1
    3, 2[16.7 µM], /, /, -26, 7, /
- COc1ccc(S(=O)(=O)Nc2ccc3c(c2)C(=O)N([C@@H](C)CO)C[C@H](C)[C@@H](CN(C)Cc2ccc(C(=O)O)cc2)OCCCC[C@H](C)O3)cc1
    2, 5[16.7 µM], /, -3, 4, -9, -1
- C[C@@H]1CN([C@H](C)CO)C(=O)c2cc(NC(=O)c3ccccc3)ccc2O[C@@H](C)CCCCO[C@@H]1CN(C)S(=O)(=O)c1ccc(Cl)cc1
    1, 0[16.7 µM], /, -2, 7, 1, 10
- COc1ccc2c(c1)CC[C@@H]1[C@@H]2CC[C@]2(C)C(=O)CC[C@@H]12
    -1, 0, -12, 0, -5, 7, 2
- COc1ccc(CN(C)C[C@@H]2Oc3c(NC(=O)Nc4cccc5ccccc45)cccc3C(=O)N([C@@H](C)CO)C[C@@H]2C)cc1
    114*, 8[16.7 µM], 23, 3, 5, 1, -2
- COc1ccc(NS(=O)(=O)c2ccc(C)c(C(=O)NCCCN3CCCC3=O)c2)cc1
    1, 15, -2, 0, 1, 7, -11
- CCOC(=O)CNC(=O)c1cnn2cccnc12
    -3, 2, -3, /, -27, 3, /
- Cc1cccc(C)c1NC(=O)Nc1ccc(S(N)(=O)=O)cc1
    2, /, 10, -2, -10, 0, 3
- CCC(C)[C@H](NS(=O)(=O)c1ccc(C)cc1)C(=O)N1CCC(C(=O)N[C@H](C(=O)O)c2ccccc2)CC1 (stereo partly specified)
    0, -2, 3, /, -7, -10, 1
- N#Cc1ccc(OCC(O)CN2CCN(CC(O)COc3ccc(C#N)cc3)CC2)cc1 (stereo unspecified)
    -3, /, -7, /, -5, 1, -3
- COc1ccc(-c2coc(CCC(=O)N3CCN(c4cc(C)ccc4C)CC3)n2)cc1
    2, -7, -8, -1, -2, 1, 1
- CCOC(=O)c1ccc(NC(=O)CSc2nnc(CC)o2)cc1
    -2, /, /, -4, 6, /, -7
- COc1ccc(N=C2SC(C(=O)N3CCN(c4ccccc4)CC3)CC(=O)N2C)cc1 (stereo unspecified)
    2, 1, 0, 2, 5, 1, 2
- CCNC(=O)C[C@@H]1CC[C@H]2[C@@H](COC[C@@H](O)CN2S(=O)(=O)c2ccccc2F)O1
    95*, 3[16.7 µM], 7, 3, -2, 1, -5
- C=CCNC(=O)[C@H]1N2C(=O)c3ccccc3C2SC1(C)C (stereo partly specified)
    -2, -1, 4, -7, -6, 4, 0
- O=S(=O)(/N=C(/c1ccc(F)cc1)N1CCCCC1)c1ccc(Cl)cc1
    6, 45, /, 0, -3, /, -4
- O=C(Cn1nnc(-c2cccc(C(F)(F)F)c2)n1)N1CCCCCC1
    3, 0, 0, /, -8, 8, /
- COCOc1ccc(/C=C2/Oc3cc(OCOC)cc(OCOC)c3C2=O)c(OCOC)c1
    0, 0, 4, /, /, -1, /

Gathered by group, the entries above with fluorine
Screens in order – Cneo AK release, miR-122 sensor, Statin myotox sup, SIRT5 block, ARNT TACC3 PPI, esBAF inh, ERp5 block
- O=C(CNC(=O)c1ccccc1F)N/N=C\C=C\c1ccccc1
    -1, /, -1, -1, -10, 3, -1
- C[C@@H]1CN([C@@H](C)CO)C(=O)c2cccc(NC(=O)C3CCOCC3)c2O[C@H]1CN(C)C(=O)Nc1ccc(C(F)(F)F)cc1
    2, -4[16.7 µM], -9, -1, -7, 3, -3
- COc1cc(NC(=O)CN2CCN(c3ccccc3F)CC2)c(C)cc1[N+](=O)[O-]
    /, /, /, -6, 37, /, 4
- C[C@@H]1CCCCO[C@@H](CN(C)S(=O)(=O)c2ccc(F)cc2)[C@@H](C)CN([C@H](C)CO)C(=O)c2cc(NC(=O)CCCCCC(=O)Nc3ccccc3N)ccc2O1
    1, 2[16.7 µM], -1, /, -10, 5, -3
- CCOC(=O)C1=CN(Cc2cccc(F)c2)S(=O)(=O)N(C)C1c1cccc(OC)c1 (stereo unspecified)
    8, 23, 3, -1, -3, -1, 1
- CCNC(=O)C[C@@H]1CC[C@H]2[C@@H](COC[C@@H](O)CN2S(=O)(=O)c2ccccc2F)O1
    95*, 3[16.7 µM], 7, 3, -2, 1, -5
- O=S(=O)(/N=C(/c1ccc(F)cc1)N1CCCCC1)c1ccc(Cl)cc1
    6, 45, /, 0, -3, /, -4
- O=C(Cn1nnc(-c2cccc(C(F)(F)F)c2)n1)N1CCCCCC1
    3, 0, 0, /, -8, 8, /

Bioassay records as filed in PubChem.
